# Bioassay records deposited in PubChem BioAssay by National Center for Advancing Translational Sciences (NCATS).
# Sm TGR block = blocks Schistosoma mansoni thioredoxin glutathione reductase; Q962Y6; purified TGR, DTNB reduction, TNB absorbance 405 nm; Potency, µM (highest dose often 114 µM), inactives show at the highest dose activity change, negative = inhibition, usual class: inhibitors; 360,000 tested, 3% active; also: potency is read from the fitted curve at half-maximal effect; nearly all actives have a fitted effect of over 60% in size
#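 Kinetic colorimetric format: TGR-catalysed, NADPH-driven DTNB reduction monitored via TNB absorbance. Enzyme dispensed at 20 nM; compound exposure 15 min at room temperature before reaction start.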
# HCMV antiviral = blocks human cytomegalovirus replication. HFF cells, HCMV-luciferase reporter, 72 h; active compounds read low. activity change, negative = inhibition, % at 57.5 µM. 410,000 tested, 4.5% active; in the data active = activity change below about -60%; inconclusive = no clear call, values can overlap the other calls; inactive = above about -39%
#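 After 16 h attachment at 37C, HFF cells received test compound and HCMV-luciferase (1 PFU/cell); reporter luminescence read 72 h later, data normalized against buffer-only and known inhibitor Salinomycin.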
# AmpC inh no detg = AmpC beta-lactamase inhibition without detergent. AID 485341. P00811. 330,000 tested, 0.52% active. Potency, µM (series often up to 57.1 µM), for the others: at the top dose activity change, negative = inhibition, usual class: inhibitors. AmpC nitrocefin hydrolysis, absorbance 480 nm, 0.0001% Triton;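 also: potency is read from the fitted curve at half-maximal effect; plate controls were no compound for no effect and no enzyme for full effect; nearly all actives have a fitted effect of over 20% in size; some results filed as inactive show a strong effect at the top dose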
# Target sequence (P00811 whole entry, looked up): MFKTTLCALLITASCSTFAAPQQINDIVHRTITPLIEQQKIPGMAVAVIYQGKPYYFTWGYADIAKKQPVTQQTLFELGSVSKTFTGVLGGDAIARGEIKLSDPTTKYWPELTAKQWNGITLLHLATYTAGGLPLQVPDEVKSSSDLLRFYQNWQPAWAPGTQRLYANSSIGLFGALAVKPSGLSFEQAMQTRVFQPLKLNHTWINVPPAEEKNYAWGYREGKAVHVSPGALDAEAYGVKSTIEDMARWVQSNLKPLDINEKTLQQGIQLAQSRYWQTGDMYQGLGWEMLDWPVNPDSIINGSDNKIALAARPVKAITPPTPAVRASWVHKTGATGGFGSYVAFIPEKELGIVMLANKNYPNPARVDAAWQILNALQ
#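 20 mM phosphate pH 7.0 + 0.01% (detergent screen) or 0.0001% Triton X-100; 5.3 nM AmpC reagent; cpd preinc 15 min RT; nitrocefin (800 uM stock) to start; A480 q20 s × 4 min; Activity was normalised to no-enzyme and no-compound control wells.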
# HCV inh = HCV inhibition. 340,000 tested, 3.4% active. Potency, µM (series often up to 41.8 µM), without a hit: top-dose activity change, negative = inhibition, most hits filed as inhibitors. Huh7.5.1 HCVcc-Cre infection, luciferase reporter, 44 h; also: potency is read from the fitted curve at half-maximal effect
#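 Cells (1,000/well) were plated 4 h before compound, then infected with HCVcc-Cre virus (~0.5 moi). After 44 h further culture, infection was read as luciferase luminescence following a 15 min substrate incubation at room temperature.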
# FBPA Giardia inh = blocks Giardia fructose-bisphosphate aldolase activity; A8B2U2; purified Giardia FBPA; Potency, µM (highest dose often 59.6 µM), for the others: at the highest dose activity, negative = inhibition, actives largely listed as inhibitors; 290,000 tested, 0.71% active; AID 2451; also: potency is read from the fitted curve at half-maximal effect; nearly all actives have a fitted effect of over 55% in size
# Target sequence (A8B2U2 whole entry, looked up): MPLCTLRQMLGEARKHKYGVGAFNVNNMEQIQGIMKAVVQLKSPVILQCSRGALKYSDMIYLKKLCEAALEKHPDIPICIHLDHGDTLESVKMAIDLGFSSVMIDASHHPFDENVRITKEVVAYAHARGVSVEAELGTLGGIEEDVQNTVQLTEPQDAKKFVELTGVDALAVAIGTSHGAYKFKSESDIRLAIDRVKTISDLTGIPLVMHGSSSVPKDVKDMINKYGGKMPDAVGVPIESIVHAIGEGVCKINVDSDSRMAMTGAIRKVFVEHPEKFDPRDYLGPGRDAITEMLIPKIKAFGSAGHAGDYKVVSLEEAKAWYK
#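 40 nM FBPA preincubated 10 min at RT with compound (up to 57.5 uM final), then substrate plus GAPDH/TPI/NAD/arsenate coupling and diaphorase/resazurin added. Fluorescence read after 20 min at RT, 525/598 nm.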
# AmpC detergent = blocks E. coli AmpC beta-lactamase in detergent assay; AmpC hydrolysis of nitrocefin, absorbance 480 nm, 0.01% Triton; Potency, µM (titrated, usually from 114 µM), for the others: at the highest dose activity change, negative = inhibition, hits mostly inhibitors; 370,000 tested, 0.041% active; AID 485294;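 also: potency is read from the fitted curve at half-maximal effect; 0% = no-compound wells and -100% = no-enzyme wells; nearly all actives have a fitted effect of over 25% in size; some results filed as inactive show a strong effect at the top dose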
#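 AmpC (5.3 nM in the dispensed reagent) in 20 mM phosphate pH 7.0 with 0.01% (detergent screen) or 0.0001% Triton X-100 was preincubated with compounds for 15 min at room temperature. Nitrocefin was then added from an 800 uM solution, and hydrolysis was followed at 480 nm.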
# Active calls of the source: *; ? = inconclusive; . = not tested or not shown; & = joins results of further samples; ! = a repeat was not active; [ ] = dose if it differs, or a comment. Unless noted, calls follow the shape of the dose curve; as a rule, active = well fitted curve in the direction sought with a large enough effect; inconclusive = small, poorly fitted or top-dose-only effect, or another doubt; inactive = no such curve, though single readings can be large; an effect the other way counts as inactive or inconclusive. Unless noted, % is scaled to controls: 0 for no effect and ±100 for the full control effect.
SMILES,Sm TGR block,HCMV antiviral,AmpC inh no detg,HCV inh,FBPA Giardia inh,AmpC detergent
O=C(COC(=O)[C@H](Cc1c[nH]c2ccccc12)NC(=O)c1cccs1)NCc1ccccc1,-4%,-12,-21%,7%,-2%,?
Brc1cnc2nc[nH]c2c1,9%,-21,-13%,12%,-7%,-3%
COC(=O)c1ccc(NC(=S)NCC2CC2)cc1,-33%[57.1 µM],?,-26%,6%,-1%,4%
CS(=O)(=O)c1ccc(C2=C(c3ccccc3)C(=O)OC2)cc1,.,3,.,7.1µM*,4%,.
CCCCN(CC)CCNC(=O)c1cc2c(=O)[nH]c3ccccc3c2n1C,-18%&7%,10&-9,18%,-8%,1%,8%&0%
O=C(NCC(c1ccco1)N1CCc2ccccc21)c1cccc([N+](=O)[O-])c1 (configuration not stated),7%,-4,-20%,-22%,.,-14%
C/C(N)=C(/C#N)C(=O)COC(=O)c1ccc(O)cc1,0%,15,-11%,35%[activator],9%,0%
COc1ccc(-c2ccn(-c3cccc(F)n3)n2)cc1,28µM*,-29,-27%,-29%,-17%,5%
CC1c2c([nH]c3ccccc23)CCC1C(=O)O (configuration not stated),3%,0,-19%,-5%,9%,1%
COc1cccc(NC(=O)COC(=O)CCOc2ccccc2OC)c1,-7%,-11,2%[2.29 µM],4%,3%,-5%
OCCNCCSc1ccc(Cl)cc1,?,16,1%,0%,?,2%
O=C(Cn1c2c(c(-c3ccccc3Cl)cc1=O)CCC2)NCCCN1CCOCC1,-14%,-25,48%,15%,-7%,2%
NC(=O)c1cnn(-c2cccc(Cl)c2)c1N,-2%,-37,-14%,7%,4%,7%
COc1ccc(-c2nnc(SCC(=O)NC(=O)NCc3ccco3)o2)cc1,-3%,60,-4%,-5%,6%,-7%
COC(=O)c1ccc(C2/C(=C(/O)c3ccc(OC)cc3)C(=O)C(=O)N2CC2CCCO2)cc1 (configuration not stated),3%,-1,-16%,8%,18%,4%
CCCN(CCC)Cc1c(C(=O)N/N=C/c2cccs2)nnn1-c1nonc1N,2%,6,-25%,10%,4%,?
O=C(CN(C(=O)c1ccccc1Cl)N1C(=O)CCCC1=O)c1ccc(Cl)cc1,-2%,-8,1%[2.29 µM],18%,7%,1%
Clc1ccc(Cn2nc(-c3ccccc3)nc2-c2ccccc2)cc1,-9%,83,-41%,9%,-1%,-11%
COCCn1c(SCC(=O)Nc2sc(C)c(C)c2C#N)nnc1-c1ccc(OC)cc1,-25%,28,37%,-15%,8%,?
CSc1ccccc1NC(=O)CSc1n[nH]c(N)n1,-1%,-32,-12%[11.4 µM],21%,0%,?
Nc1nc(=S)c2ncn(C3CCCC3)c2[nH]1,-14%,-4,-5%,16%,7.1µM*,3%
CCOC(=O)c1ccccc1NC(=O)CN1C(=O)CC(c2ccccc2)Sc2ccccc21 (configuration not stated),-3%,?,.,.,.,-3%
CC(C)CCNC(=O)c1ccc(Cl)c(NC(=O)c2ccccc2F)c1,-6%,-17,-27%,.,14%,-1%
Cc1cccc(N2C(S)=C(C#N)C(=O)NC23CCCCC3)c1,-3%,?,-18%,1%,?,-4%
CC(=O)OC[C@H]1O[C@@H](Oc2cc(O)cc3oc(-c4ccc(O)cc4)cc(=O)c23)[C@H](O[C@@H]2O[C@@H](C)[C@H](O)[C@@H](O)[C@H]2O)[C@@H](O)[C@@H]1O,.,-29,2%,14%,.,.

# Next section (2 carried over from the part before).
SMILES,Sm TGR block,HCMV antiviral,AmpC inh no detg,HCV inh,FBPA Giardia inh,AmpC detergent
Cc1cccc(N2C(S)=C(C#N)C(=O)NC23CCCCC3)c1,-3%,?,-18%,1%,?,-4%
CC(=O)OC[C@H]1O[C@@H](Oc2cc(O)cc3oc(-c4ccc(O)cc4)cc(=O)c23)[C@H](O[C@@H]2O[C@@H](C)[C@H](O)[C@@H](O)[C@H]2O)[C@@H](O)[C@@H]1O,.,-29,2%,14%,.,.
Cc1ccc(C(=O)c2c(NC(=O)c3ccccc3C)sc(C)c2C)cc1,3%,24,1%,-11%,0%,-13%
Cc1ccccc1NC(=O)C1CC(=O)N(c2ccc3c4c(cccc24)CC3)C1 (configuration not stated),-2%,-35,92%[activator],-11%,-7%,0%
COc1cc(C2Nc3ccccc3C(=O)N2NS(C)(=O)=O)ccc1O (configuration not stated),-1%,-11,-22%,9%,-8%,4%
CC[n+]1c(/C=C2\C=C(C)CC(C)C2)sc2ccccc21 (configuration not stated),40µM*,.,-5%,-7%,-17%,?
COc1ccc(-n2ncc(C(=O)Nc3ccc4c(c3)OCO4)c2C2CCN(C(=O)OC(C)(C)C)CC2)cc1,5%,0,.,.,.,19%
Cc1ccc(C(=O)O/N=C2/CC3CCC2(C)[C@@]3(C)CBr)cc1 (some centres not stated),-4%,-18,35%,0%,-2%,1%
COc1ccccc1NC(=O)NC1CCCc2ccccc21 (configuration not stated),-13%,-11,-13%,-17%,5%,7%
CC1CCCCN1C(=O)COc1ccc(F)cc1 (configuration not stated),.,2,-3%,28%,5%,5%
CC1CN(C(=S)Nc2ccc(SC(F)F)cc2)CC(C)O1 (configuration not stated),2%,-21,-10%,-6%,-16%,3%
O=C(NCc1ccccc1Cl)C1CCN(C(=O)c2sccc2-n2cccc2)CC1,-11%,-32,7%,?,10%,?
Cc1ccc(NC(=O)CSc2nc(C)c(Cc3ccccc3)c(=O)[nH]2)cc1,3%&-2%,-64*!,-23%,7%,7%,5%&-3%
Cc1ccc(S(=O)(=O)NCCc2nnc3ccc(SCc4ccccc4F)nn23)cc1,8%,9,.,.,.,-2%
CCOC(=O)C1CCN(C(=O)Cn2c(=O)oc3cc(S(=O)(=O)N4CCCC4)ccc32)CC1,-17%,-18,3%,-5%,6%,-13%
CCc1ccc(NCc2cc3cc4c(cc3n(CC(=O)Nc3cccc(OC)c3)c2=O)OCO4)cc1,-17%,30,.,.,.,20%
CCn1c(=O)n(CC)c2cc(N3CCCC3)c(NC(=O)c3ccccc3OC)cc21,-2%,?,160%[activator],?,4%,1%
O=C(COC(=O)c1ccccc1[N+](=O)[O-])c1ccc(C2CCCCC2)cc1,9%,?,-12%,-30%,-4%,4%
O=S(=O)(NCc1nc2cccnc2n1Cc1ccc(F)cc1)c1ccc2c(c1)CCCC2,-1%,-8,.,.,.,5%
CCOC(=O)C1CCCN(C/C(O)=C(\C#N)c2nc(-c3ccccc3)cs2)C1 (configuration not stated),-9%,-7,8%,4%,-20%,0%
CCCC[C@@H]1CNC(=S)N1CCCC,-8%,-14,-1%,-13%,6%,-5%
CCc1cc2c(cc3c(=O)n(CC(=O)NCCc4ccccc4)ncn32)s1,-7%,12,.,.,.,0%
CC(=O)Nc1ccc(S(=O)(=O)N2CCN(CCC#N)CC2)cc1,2%,6,45µM*,-10%,2%,?
CN1CC=C2C(C#N)=C(N)C(C#N)(C#N)[C@H](c3cccs3)[C@H]2C1,-19%,.,-37%,?,?,-10%
O=C(Cc1ccccc1)Nc1cccc(S(=O)(=O)N2CCCCCC2)c1,-2%,-14,-22%,?,.,-5%
CC(Sc1nncn1C)C(=O)NCc1ccc2c(c1)OCO2 (configuration not stated),-29%,13,-12%,0%,1%,-5%
O=C(O)CNC(=S)N(Cc1ccccc1Cl)C1CCCCC1,17%,23,-10%,-2%,?,3%

# Some of the entries so far, with values under each structure:
# The line under a structure holds: Sm TGR block	HCMV antiviral	AmpC inh no detg	HCV inh	FBPA Giardia inh	AmpC detergent
COc1cc(C2Nc3ccccc3C(=O)N2NS(C)(=O)=O)ccc1O (configuration not stated)
  -1%	-11	-22%	9%	-8%	4%
CC[n+]1c(/C=C2\C=C(C)CC(C)C2)sc2ccccc21 (configuration not stated)
  40µM*	.	-5%	-7%	-17%	?
COc1ccc(-n2ncc(C(=O)Nc3ccc4c(c3)OCO4)c2C2CCN(C(=O)OC(C)(C)C)CC2)cc1
  5%	0	.	.	.	19%
Cc1ccc(C(=O)O/N=C2/CC3CCC2(C)[C@@]3(C)CBr)cc1 (some centres not stated)
  -4%	-18	35%	0%	-2%	1%
COc1ccccc1NC(=O)NC1CCCc2ccccc21 (configuration not stated)
  -13%	-11	-13%	-17%	5%	7%

# Continued.
SMILES,Sm TGR block,HCMV antiviral,AmpC inh no detg,HCV inh,FBPA Giardia inh,AmpC detergent
CC1=CC(C)(C)N(C(=O)CN2C(=O)c3ccccc3C2=O)c2ccccc21,-1%,-21,21%,-14%,8%,-8%
COc1cccc(CC2CC(=O)N(c3ccc4c(C)cc(=O)oc4c3)C2=O)c1 (configuration not stated),-4%,0,-7%,-3%,3%,-9%
COc1ccc(N(C(=O)Cn2nnc3ccccc32)C(C(=O)NCc2ccco2)c2cccnc2)cc1 (configuration not stated),-2%,-33,18%,12%,2%,-6%
CCn1c(-c2cc(-c3ccccc3OC)nc3ccccc23)n[nH]c1=S,-2%,27,-53%,?,21%,0%
Cc1ccc(-c2nnc(Nc3ccc(O)cc3)c3ccccc23)cc1S(=O)(=O)N1CCOCC1,-3%,-88*,.,.,.,12%
COCc1cc(C)nc(OCC(=O)N/N=C/c2cccc(OC)c2)c1C#N,17%,-9,-12%,7%,9%,1%
Cc1ccc(-c2nc(CS(=O)(=O)CC(=O)NCc3ccc(Cl)cc3)c(C)o2)cc1,-3%,-2,.,.,.,9%
Cc1nn(C2CCS(=O)(=O)C2)c(Cl)c1/C=C/C(=O)OCC(=O)Nc1ccccc1OC(F)F (configuration not stated),2%,?,-2%,-6%,-2%,-12%
O=C(NNc1cc(Cl)ccc1Cl)c1c(F)cccc1Cl,12%,-2,-27%,-6%,0%,5%
CCOc1ccc(NC(=O)CSc2oc(-c3cccs3)nc2S(=O)(=O)c2ccc(Cl)cc2)cc1,-31%,11,.,.,.,-4%
Cc1ccc2c(c1)-c1cc(C)nn1C(c1ccc3c(c1)OCO3)N2 (configuration not stated),2%,11,-6%,14µM*,8%,2%
c1ccc(-c2sc3ccccc3c2-c2ccc(OCCN3CCCC3)cc2)cc1,.,0,88%[activator],?,.,.
Cc1noc(C)c1C(=O)OCC(=O)C12CC3CC(CC(C3)C1)C2,20%,1,-9%,-3%,-2%,-5%
CCC(=O)N(C)CCc1cc2c(c(OC)c1/C=N/Nc1ccc(C(=O)O)cc1)OCO2,80%[activator],-11,-34%,?,-12%,-2%
C=CCN=C1S/C(=C/c2ccc([N+](=O)[O-])cc2)C(=O)N1CC=C,3%,-16,-4%,-11%,3%,-18%
Cc1nn(-c2ccccc2)c2nc(C3CC3)cc(C(=O)Nc3cccc(F)c3)c12,5%,-67*,.,.,.,23%
CCN(CC)CCC(=O)Nc1ccc2c(c1)N(C(=O)CN(CC)CC)c1ccccc1CC2,-15%,-10,1%,?,-19%,-12%
O=C1CC(c2ccc(F)cc2)CC2=C1C(c1ccc([N+](=O)[O-])o1)Nc1ccccc1N2 (configuration not stated),16µM*,-24,-27%,?,-9%,4%
COc1ccc(-n2ncc(C(=O)N3CCN(Cc4ccccc4)CC3)c2C2CCN(C(=O)OC(C)(C)C)CC2)cc1,2%,0,.,.,.,7%
Cc1cccc(N2CCN(C(=O)C3CCCN(S(=O)(=O)c4ccc5c(c4)oc(=O)n5C)C3)CC2)c1C (configuration not stated),-7%,?,.,.,.,-3%
Cc1nc2ccc(S(=O)(=O)NCC(=O)N3CCc4ccccc4C3)cc2s1,-9%,31,-1%,3%,-6%,-12%
